High-throughput results as filed in PubChem.
KCNK3 inh: human KCNK3 channel inhibition, primary screen | CHO-KCNK3 thallium flux, FluxOR fluorescence; active compounds read low | B-score at 10 µM | 0.84% of 340,000 active | AID 602410;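 active = B-score under library mean minus 4 SD, starting fluorescence ratio at most library mean plus 5 SD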;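 also: more negative B-score means stronger inhibition of thallium flux through KCNK3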
ANO1 block: mouse TMEM16A channel inhibition, primary screen; normalized B-score (activity score, 25-100; higher = stronger inhibition) at 10 µM; HEK293 TMEM16A/YFP iodide influx fluorescence, ionomycin; Q8BHY3; 1.2% of 310,000 active;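 active = ratio plate-corrected score three or more library SD toward inhibition, starting fluorescence score within five deviations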;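 also: score derived from kinetic fluorescence span divided by baseline fluorescence per well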
Target sequence (Q8BHY3 whole entry, looked up): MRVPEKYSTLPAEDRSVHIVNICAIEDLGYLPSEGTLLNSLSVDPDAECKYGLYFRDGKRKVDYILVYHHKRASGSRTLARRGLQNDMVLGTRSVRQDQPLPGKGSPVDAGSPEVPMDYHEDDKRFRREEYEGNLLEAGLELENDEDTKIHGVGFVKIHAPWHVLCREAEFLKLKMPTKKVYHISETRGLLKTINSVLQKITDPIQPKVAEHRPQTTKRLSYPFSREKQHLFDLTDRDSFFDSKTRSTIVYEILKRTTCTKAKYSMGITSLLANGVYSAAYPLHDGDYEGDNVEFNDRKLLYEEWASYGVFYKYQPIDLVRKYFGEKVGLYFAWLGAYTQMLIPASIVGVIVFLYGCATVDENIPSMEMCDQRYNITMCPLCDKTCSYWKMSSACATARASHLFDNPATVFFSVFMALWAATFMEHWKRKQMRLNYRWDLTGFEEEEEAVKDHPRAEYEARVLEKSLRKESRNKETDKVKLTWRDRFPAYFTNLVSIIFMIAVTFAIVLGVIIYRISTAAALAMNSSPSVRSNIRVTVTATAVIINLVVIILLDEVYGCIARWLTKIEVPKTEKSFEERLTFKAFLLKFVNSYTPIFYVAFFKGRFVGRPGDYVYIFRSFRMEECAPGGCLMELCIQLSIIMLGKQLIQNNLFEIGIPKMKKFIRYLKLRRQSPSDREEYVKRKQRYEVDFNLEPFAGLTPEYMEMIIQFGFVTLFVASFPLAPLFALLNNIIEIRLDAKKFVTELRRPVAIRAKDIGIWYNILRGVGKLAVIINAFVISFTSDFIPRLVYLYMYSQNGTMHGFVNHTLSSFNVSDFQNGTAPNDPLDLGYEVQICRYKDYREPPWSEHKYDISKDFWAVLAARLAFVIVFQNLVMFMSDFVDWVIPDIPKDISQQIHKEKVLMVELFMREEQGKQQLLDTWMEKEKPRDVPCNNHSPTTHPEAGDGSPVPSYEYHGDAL
KCNK9 inh: blocks the human KCNK9 two-pore domain potassium channel; Q9NPC2; AID 488922; HEK293 KCNK9, FluxOR thallium flux fluorescence; active compounds read low; 1.2% of 310,000 active; B-score at 10 µM;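 active = ratio B-score over 3 SD below the library mean, with starting fluorescence within 5 SD of its mean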;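 also: negative B-score means less thallium flux so channel inhibition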
HDAC3 inh: human HDAC3 inhibition; O15379; recombinant HDAC3, fluorogenic peptide/trypsin coupled, fluorescence; inhibition, % at 8.3 µM; 0.15% of 320,000 active; in the data active = inhibition above about 26%, passing the limit was not always enough
TRPC4 PAM: allosteric potentiators of mouse TRPC4 channel. B-score at 10 µM. AID 2227. Q9QUQ5. HEK293 TRPC4beta/mu-opioid, DAMGO EC20, Fluo-4 Ca2+ flux; active compounds read high. 0.42% of 310,000 active;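 active = B-score of calcium response area above 5 SD of library B-scores, with initial fluorescence ratio within 5 SD of library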;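 also: B-score of integrated fluorescence ratio over time as area under calcium response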
hERG protect: hERG (human) protection from proarrhythmic block | Q12809 | CHO-hERG, FluxOR thallium flux, dofetilide IC70 present | AID 1511 | 0.51% of 310,000 active | activation (rescue from dofetilide block), less the hit threshold, % at 10 µM;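 active = activation above the mean of controls blocked by dofetilide plus 5 SD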;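 also: thallium influx through hERG after potassium depolarization seen as dye fluorescence rise; in these data hits start at about 4.7%; inactives centre near -7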
Dyrk1A ADPGlo: inhibitors of rat Dyrk1A kinase; Q63470; ADP-Glo luminescence, NFATc1 peptide; inhibition, % at 12.5 µM; 0.43% of 310,000 active; in the data active = inhibition above about 50%;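 also: plate controls were vehicle with enzyme for no effect and no enzyme for full effect; many of its hits are not listed in these tables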
ANO1 activ: activators or potentiators of mouse TMEM16A chloride channel. AID 623877. HEK293 TMEM16A/YFP-H148Q/I152L, iodide quench fluorescence; active compounds read low. 0.3% of 340,000 active. Q8BHY3. B-score at 10 µM;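 active = fluorescence-ratio B-score plate-corrected deviation score at least 3 library SD below zero, with starting fluorescence score within 5 deviations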;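 also: channel opened by trigger with iodide after compound preincubation; score built on the fluorescence ratio of max minus min over baseline; more negative score means more quench and so TMEM16A activation or potentiation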
TRPC4 act: opens the mouse TRPC4 cation channel; Q9QUQ5; B-score at 10 µM; AID 2237; 0.49% of 310,000 active; HEK293 TRPC4beta/mu-opioid, Fluo4 calcium fluorescence; active compounds read high;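 active = B-score above 5 SD of library B-scores, and initial fluorescence ratio not above library mean plus 5 SD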;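 also: positive B-score marks a calcium rise read as TRPC4 activation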
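Assay system – TRPC4beta and mu-opioid receptor HEK293 stable cells · Measured by – Fluo4 fluorescence, kinetic · Schedule – dye loading 45 min room temperature, 110 s kinetic read · Read-out – B-scored integrated calcium fluorescence ratio · Controls – buffer and maximal DAMGO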
KCNQ1 pot: potentiates or activates the human KCNQ1 potassium channel; 0.35% of 310,000 active; B-score at 10 µM; P51787; CHO-K1 KCNQ1, thallium flux FluxOR fluorescence; active compounds read high;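 active = fluorescence ratio B-score, a plate-corrected score, at least three library SD, with initial intensity B-score within 5 SD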
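Medium – assay buffer, equal DMSO in all wells · Material – CHO-K1 cell line with stable KCNQ1 potassium channel expression · Signal – kinetic FluxOR thallium fluorescence, 10-s 1-Hz baseline, 110-s post-stimulus read · Compound – single concentration per compound, DMSO matched to controls · Schedule – 37 °C overnight plating, 90-min dark dye load, 20-min compound pretreatment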
KCNQ1 inh: blocks the human KCNQ1 potassium channel | P51787 | CHO-K1 KCNQ1, FluxOR thallium flux fluorescence; active compounds read high | B-score at 10 µM | 1.3% of 310,000 active | AID 2642;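 active = compounds whose thallium flux B-score, printed positive for inhibition, exceeds three library SD while starting fluorescence stays within three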;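 also: channel opened by potassium depolarization with thallium stimulus after 20 min compound exposure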
* marks the source's active call; other numbers are inactive results; i = inactive; x = not tested or not shown. Only part of the results is shown. The share of hits here may be higher or lower than overall.

SMILES	KCNK3 inh	ANO1 block	KCNK9 inh	HDAC3 inh	TRPC4 PAM	hERG protect	Dyrk1A ADPGlo	ANO1 activ	TRPC4 act	KCNQ1 pot	KCNQ1 inh
O=C(O)c1ccc(/C=C2\CCCc3c2nc2ccccc2c3C(=O)O)cc1	i	i	i	6.6	i	-11.1	1.2	i	i	i	i
O=C(Nc1nc(-c2ccco2)c(-c2ccco2)s1)c1cnccn1	x	i	i	-1.2	i	-8.5	x	x	i	i	i
COc1ccc(CCNC(=O)C2CCCN(S(=O)(=O)c3cc(C)ccc3OC)C2)cc1OC (centres undefined)	i	i	i	0.4	i	-11.8	-5.3	i	i	i	i
O=C(CCC(=O)OCc1ccc(C(=O)Oc2ccc(Cl)cc2)cc1)Nc1ccccc1	i	i	i	-2.5	i	-7.6	-1.2	i	i	i	i
COc1cccc(OCc2cc(C(=O)N(Cc3nccn3C)C(C)C)no2)c1	i	i	i	-5.0	i	-6.4	-1.5	i	i	i	i
O=C(NNc1cccc(Cl)n1)c1c(Cl)cccc1Cl	i	i	i	4.7	i	-5.0	-5.0	i	i	i	i
COc1ccc(Cn2nnnc2CN(Cc2cc3cc(C)ccc3[nH]c2=O)C2CCCC2)cc1	i	i	i	2.7	i	2.3	-0.6	i	i	i	i
O=C(Cc1sc(-c2ccccc2Cl)nc1-c1ccccc1)Nc1ccc(F)cc1	i	i	i	-1.4	i	-7.0	3.0	i	i	i	i
COc1ccc2ccccc2c1-c1csc(N)n1	i	i	i	9.1	i	-2.7	-6.1	i	i	i	i
CC(C)C1C(c2ccccc2)NC(c2ccccc2)CC1(O)c1ccc(F)cc1 (centres undefined)	i	i	i	6.5	i	-19.4	-2.5	i	i	i	7*
COc1ccc(OC)c(-n2c(=O)c3ccccc3c3ccccc3c2=O)c1	i	i	i	-0.3	i	-4.1	-6.3	i	i	i	i
CC(=O)NC(CCCNC(=S)NC1CCCCC1)C(=O)O (centres undefined)	i	i	i	3.9	i	-8.5	-2.6	i	i	i	i
O=C(Nc1ccccn1)c1ccc([N+](=O)[O-])o1	i	i	i	2.9	i	-7.7	6.2	i	i	i	i
COc1cc(/C=N/N2CCOCC2)ccc1OC(=O)c1ccco1	i	i	i	5.7	i	-9.7	-6.2	i	i	i	i
OCC12COC(c3ccccc3)N1C(c1ccccc1)OC2 (centres undefined)	i	i	i	0.3	i	-4.5	5.6	i	i	i	i
Cc1oc2cc3oc(=O)c(CCC(=O)N(C)CC(=O)O)c(C)c3cc2c1C	i	i	i	5.4	i	-5.9	0.2	i	i	i	i
COc1ccc(CS(=O)(=O)/C(Cl)=C(/Cl)C(=O)Nc2ccc(OC)nc2)cc1	i	i	i	-9.1	i	-18.3	4.2	i	i	i	i
CCOC(=O)c1ccc(NC2OC(=O)c3ccccc32)cc1 (centres undefined)	i	i	i	-0.5	i	-4.0	-17.1	i	i	i	i
COc1ccc(NC(=O)c2ccc(NC(=O)c3ccco3)cc2)c(OC)c1	i	i	i	-5.3	i	-6.6	-4.9	i	i	i	i
COc1ccc(C2=NCCc3cc(OC)c(OC)cc32)cc1OC	i	i	i	6.6	i	-5.3	-5.4	i	i	i	i
N#Cc1c(NC(=O)CN2CCN(C(=O)c3ccco3)CC2)sc2c1CCCCC2	i	25*	i	-2.5	i	-1.3	-7.7	i	i	i	i
O=C(C1CCCO1)N1CCN(Cc2nc3ccccc3c(=O)[nH]2)CC1 (centres undefined)	i	i	i	-5.6	i	-6.3	-0.6	i	i	i	i
CCOC(=O)CSc1nc2c(sc(=S)n2Cc2ccco2)c(=O)n1-c1ccc(F)cc1	i	i	i	-1.6	i	-6.4	8.3	i	i	i	i
CCC(Sc1nc2n[nH]c(C)c2c(=N)n1-c1ccc(C)c(Cl)c1)C(=O)N1CCOCC1 (centres undefined)	i	i	i	8.2	i	-10.2	-2.0	i	i	i	i
CCN(CC)CC#CC(C)(C)OC(C)=O	i	i	i	4.3	i	-6.9	1.5	i	i	i	i
The list goes on.
SMILES	KCNK3 inh	ANO1 block	KCNK9 inh	HDAC3 inh	TRPC4 PAM	hERG protect	Dyrk1A ADPGlo	ANO1 activ	TRPC4 act	KCNQ1 pot	KCNQ1 inh
O=C1CCC([N+](=O)[O-])C(c2cc3c(cc2Cl)OCO3)N1 (centres undefined)	i	i	i	4.1	i	-2.6	-84.2	i	i	i	i
O=C1C(Cl)=C(N2CCCCCC2)C(=O)N1c1ccc(Br)cc1	i	i	i	-1.5	i	-8.9	4.2	i	i	i	6*
COc1cccc(C(C(=O)NCc2ccccc2)N(C(=O)c2csnn2)C2CC2)c1 (centres undefined)	i	i	i	5.7	i	-5.3	1.5	i	i	i	i
Cc1ccccc1N(CC(=O)N/N=C/c1ccccc1Cl)C(=O)c1ccccc1	i	i	i	-2.3	i	-5.0	1.9	i	i	i	i
O=C(Nc1ccc(C(=O)N2CCOCC2)cc1)Nc1ccc(Cl)cc1Cl	i	i	i	-1.8	i	-17.8	4.7	i	i	i	i
CC(C)Cn1c(N)c(C(=O)COC(=O)c2cc(-c3ccco3)nc3ccccc23)c(=O)n(C)c1=O	i	i	i	-1.4	i	-11.8	6.7	i	i	i	i
CCC(C)Sc1nnc(Cc2cc(=O)[nH]c(=O)[nH]2)n1-c1ccc(F)cc1 (centres undefined)	i	i	i	4.4	i	-1.5	8.4	i	i	i	i
O=C(Nc1nnc(C2CCCCC2)s1)C1CC(=O)N(c2ccc(F)cc2)C1 (centres undefined)	i	i	i	10.1	i	-5.3	-5.8	i	i	i	i
CCOCCCn1c(SCC(=O)NC(C)(C)C)nc2ccccc2c1=O	i	i	i	-8.3	i	-11.2	7.4	i	i	i	i
COc1ccc(NC(=O)CN2CCN(c3ccc(C)cc3C)CC2)cc1	i	i	i	2.9	i	-1.3	-2.6	i	i	i	i
COc1ccccc1-n1c(-c2ccccc2)n[nH]c1=S	i	i	i	-1.2	i	-12.3	1.6	i	i	i	i
COCc1nc2ccccc2n1Cc1ccccc1C	i	i	i	-3.5	i	-4.6	0.0	i	i	i	i
Cc1ccc(C(=O)NC(=S)NNC(=O)c2ccc([N+](=O)[O-])cc2)cc1	i	i	i	-1.1	i	-11.4	14.8	i	i	i	i
COc1ccc([C@@H]2[C@@H]3C(=O)N(C(C)(C)C)C(=O)[C@@H]3[C@]3(Cc4ccc(Cl)cc4)C(=O)N(c4ccc(C)cc4)C(=O)N23)cc1	i	i	i	-7.4	i	-5.0	-0.1	i	i	i	i
Cc1ccc2cc(CN(CC3CCCO3)S(=O)(=O)c3ccc4c(c3)OCCO4)c(=O)[nH]c2c1C (centres undefined)	i	i	i	-0.2	i	-5.0	-7.3	i	i	i	i
CCOc1ccc(OCC)c(NC(=O)CN(c2ccc(OC)cc2)S(=O)(=O)c2c(C)noc2C)c1	i	i	i	2.5	i	-6.0	-10.3	i	i	i	i
CCC1CCCCN1C(=O)CSC1=NN2CCCC(=O)N=C2S1 (centres undefined)	i	i	i	-6.3	i	-8.0	-6.7	i	i	i	i
CCCS(=O)(=O)c1c(S(=O)(=O)CCC)c2ccc(C(N)=O)cn2c1C(=O)OC	i	i	i	-7.3	i	-10.2	9.2	i	i	i	i
CC/C(O)=C1\C(=O)CCCC1=NCCc1c(C)[nH]c2ccc(C)cc12	i	i	i	1.0	i	-7.7	4.9	i	i	i	i
CCc1cccc(C)c1NS(=O)(=O)Cc1ccccc1	i	i	i	1.2	i	-10.2	1.8	i	i	i	i
CCCCCCc1c(O)nc(SCCN2CCOCC2)[nH]c1=O	i	i	i	0.0	i	-5.6	-0.8	i	i	i	i
COc1cccc(NC(=O)C2C3C=CC4(O3)C2C(=O)N(CCCN2CCC(C)CC2)C4C(=O)NC2CCCCC2)c1 (centres undefined)	i	i	i	0.2	i	-6.6	-5.4	i	i	i	i
CC(=O)NC(CC(=O)NC1CCCCCC1)c1ccccc1 (centres undefined)	i	i	i	-4.1	i	-11.4	-4.2	i	i	i	i
CCCC(O)(c1ccc(Br)cc1)C(CN1CCOCC1)c1ccc(Cl)cc1 (centres undefined)	i	i	i	-0.9	i	-7.7	-1.4	i	i	i	i
CC(C)Cn1c(N)c(C(=O)COC(=O)/C=C/c2ccccc2)c(=O)n(C)c1=O	i	i	i	x	i	-22.0	1.5	i	i	i	i
Continued.
SMILES	KCNK3 inh	ANO1 block	KCNK9 inh	HDAC3 inh	TRPC4 PAM	hERG protect	Dyrk1A ADPGlo	ANO1 activ	TRPC4 act	KCNQ1 pot	KCNQ1 inh
COc1ccccc1C(=O)C1CCCN(C(=O)c2cc(C(C)C)no2)C1 (centres undefined)	i	i	i	1.9	i	-6.8	-4.7	i	i	i	i
C=CCn1c(=N)n(CC(O)COc2ccc(OC)cc2)c2ccccc21 (centres undefined)	i	i	i	3.3	i	-6.9	-0.3	i	i	i	i
CN(C)N(Cc1ccccc1)C(=O)C(O)(c1ccccc1)c1ccccc1	i	i	i	3.9	i	-2.8	-0.3	i	i	i	i
CCN(CC)CCNC(=O)c1ccc(NC(=O)c2cn(-c3ccccc3)nc2-c2cccs2)cc1	i	25*	i	3.4	i	-27.6	4.7	i	i	i	7*
COc1ccc(-c2nc3c(c(=O)[nH]c(=O)n3Cc3ccccc3)n2Cc2ccccc2)cc1	i	i	i	-4.1	i	-12.7	-1.0	i	i	i	i
CCC(C)NC(=S)N1CCN(Cc2ccc3c(c2)OCO3)CC1 (centres undefined)	i	i	i	3.8	i	-1.4	-2.8	i	i	i	i
CCN(CC)CC(=O)Nc1nc(-c2ccc(Cl)cc2)cs1	i	100*	i	2.3	i	-12.7	1.4	i	i	i	i
CC(C)COC(=O)OCN1C(=O)CN(CCN2CC(=O)N(COC(=O)OCC(C)C)C(=O)C2)CC1=O	i	i	x	0.1	x	x	4.7	i	x	x	x
CCc1cccc2c(C#N)cn(CCOc3ccccc3OC)c12	i	i	i	-5.4	i	-10.0	3.4	i	i	i	i
CCN1CCN(c2cc(-c3ccccc3)nc3cc(-c4cccc(F)c4)nn23)CC1	i	i	i	-21.6	i	-16.8	4.9	i	i	i	i
COc1ccc(OC)c2[nH]c(=O)c(CCNC(=O)C(=O)c3c(C)[nH]c4ccccc34)cc12	i	i	i	10.4	i	-21.9	-8.1	i	i	i	i
C#CCOCCOCCOCCNc1nc(N2CCN(C(=O)[C@H](CCC(=O)O)n3cc(C(N)CC(C)C)nn3)CC2)nc(N2CCN(C(=O)[C@H](CCC(=O)O)n3cc(C(N)[C@H](C)CC)nn3)CC2)n1 (some centres undefined)	i	i	i	5.2	i	-5.0	-3.5	i	i	i	i
O=C(Nc1ccc2c(c1)OCCO2)C1CCC1	i	100*	i	-9.8	i	-10.7	0.1	i	i	i	i
COc1ccccc1CNC(=O)C(=O)Nc1nccs1	i	i	i	-5.9	i	-5.1	2.6	i	i	i	i
